# GSK3A inh: blockers of GSK3A enzyme activity – biochemical, luminescence, cell-free homogeneous, HTS, primary screen | GSK-3 alpha kinase, ADP-Glo luminescence, 60 min | 320,000 tested, 0.1% active | Glycogen synthase kinase-3 alpha (Homo sapiens), P49840 | AID 2650, 2010 | inhibition, % at 10 µM;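 in the data active = inhibition above about 50%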;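 also: GST-tagged GSK-3 alpha with peptide substrate and 25 µM ATP; 0% = DMSO neutral wells and 100% = GW8510 positive control wells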
# Target sequence (P49840 whole entry, looked up): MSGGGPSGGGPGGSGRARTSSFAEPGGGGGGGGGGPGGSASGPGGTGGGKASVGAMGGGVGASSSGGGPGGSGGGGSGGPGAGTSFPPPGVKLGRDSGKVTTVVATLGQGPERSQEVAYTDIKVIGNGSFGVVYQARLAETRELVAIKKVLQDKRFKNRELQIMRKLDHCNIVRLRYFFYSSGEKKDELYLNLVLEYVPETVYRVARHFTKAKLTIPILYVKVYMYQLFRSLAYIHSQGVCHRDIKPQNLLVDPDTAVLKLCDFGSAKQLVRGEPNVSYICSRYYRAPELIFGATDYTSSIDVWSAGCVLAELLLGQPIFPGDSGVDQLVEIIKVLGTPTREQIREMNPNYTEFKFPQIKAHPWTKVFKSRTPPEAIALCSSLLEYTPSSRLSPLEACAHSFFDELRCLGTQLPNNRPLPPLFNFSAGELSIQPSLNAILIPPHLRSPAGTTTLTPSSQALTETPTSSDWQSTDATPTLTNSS
# Starred values were filed as active, the others as inactive.
Compound | GSK3A inh
O=C1CN(C(=O)COC(=O)COc2ccccc2)c2ccccc2N1 | -2
CCCN(C(=O)c1cccc(S(=O)(=O)N2CCCc3ccccc32)c1)C1CCS(=O)(=O)C1 (stereo not given) | -7
CSCCC(NC(=O)c1ccco1)C(=O)NCC1CCCO1 (stereo not given) | -2
Cc1cccc(NC(=O)COC(=O)CN2CCCCCC2=O)c1C | -1
O=C(NCCC(=O)N1CCN(S(=O)(=O)c2ccccc2Cl)CC1)Nc1ccccc1 | -4
C#CCOCCOCCOCCNc1nc(N2CCN(C(=O)[C@H](CCC(=O)O)n3cc(CN)nn3)CC2)nc(N2CCN(C(=O)[C@H](CCC(=O)O)n3cc([C@@H](N)[C@H](C)CC)nn3)CC2)n1 | -1
Cc1ccc(NC(=O)C(C)OC(=O)CSc2ccccc2)cc1 (stereo not given) | 0
CC(C)C(NC(=O)c1ccccc1)C(=O)OCn1nnc2ccccc2c1=O (stereo not given) | -3
CC(=O)C[C@H](O)CC(=O)[C@@H]1OC(=O)[C@H](C)C/C=C\Cc2ccccc21 | -1
CCN(c1ccccc1)S(=O)(=O)c1ccc(C(=O)NCC(=O)Nc2ccc(F)c(F)c2F)cc1 | -2
CCOC(=O)c1ccc(S(=O)(=O)N2CCC(C(=O)NCC3CCCCC3)CC2)cc1 | -3
CC(C)(C)c1ccc(C(=O)NCCC(=O)NC2=NCCS2)cc1 | 17
O=C(Nc1ccccn1)c1cc(-c2ccc(Cl)s2)nc2ccccc12 | 0
CC(=O)c1cccc(NC(=O)CSc2n[nH]c(=O)n2C2CC2)c1 | 0
Cc1ccc(CONS(=O)(=O)c2cc(C)ccc2C)cc1 | -1
CCc1ccccc1NC(=O)CNC(=O)c1n[nH]c(=O)c2ccccc12 | -2
COc1ccc(C(=O)OCC(=O)NC(=O)Nc2ccccc2F)c(OC)c1 | -8
Cc1ccc(N)cc1O | 1
CCCCn1c(N)c(N(C)C(=O)c2ccc(-n3cccn3)cc2)c(=O)[nH]c1=O | 2
O=C(COC(=O)CCN1C(=O)C2CC=CCC2C1=O)NCCc1ccc(F)cc1 (stereo not given) | -2
O=C(COC(=O)c1ccc([N+](=O)[O-])o1)Nc1ccc(Br)cc1F | 4
Cc1ccc(C(=O)OCc2cc(=O)n3ccsc3n2)s1 | -2
COc1cc(OC)cc(C(=O)N[C@H](C(=O)OCC(=O)c2c[nH]c3ccccc23)C(C)C)c1 | 1
COc1ccc(S(=O)(=O)N(C)C)cc1NC(=O)CN1CCN(C(=O)C2CC2)CC1 | -1
Cc1ccc([C@@H]2CC=C(C(=O)O)[C@H](c3cccc(Cl)c3)N2S(=O)(=O)c2ccccc2C)cc1 | -5
CN(C(=O)c1ccc(F)c(S(=O)(=O)N2CCOCC2)c1)C1CCCCC1 | -2
O=c1[nH]c(=O)n([C@H]2C[C@H](O)[C@@H](CO)O2)cc1Br | 0
COc1ccc(NC(=O)CSc2nnc(C)n2C2CC2)cc1S(=O)(=O)N1CCOCC1 | -8
O=C(CCNC(=O)c1ccc(Br)cc1)NNC(=O)c1ccccc1 | -5
O=C1NC(Cc2ccc(O)cc2)c2nc3ccccc3c(=O)n2-c2cc(Cl)ccc21 (stereo not given) | -3
CC(C)[C@H](NC(=O)c1ccccc1F)C(=O)NC1CCCCCCC1 | -3
Cc1ccc(S(=O)(=O)/N=C(/Nc2ccccc2C)c2ccccc2)cc1 | 1
C#CCOCCOCCOCCNc1nc(N2CCN(C(=O)C([C@@H](C)O)n3cc([C@@H](N)CCCCN)nn3)CC2)nc(N2CCN(C(=O)[C@H](CC(N)=O)n3cc(C(N)[C@@H](C)CC)nn3)CC2)n1 (stereo not given in full) | -2
O=C(NCc1ccccc1CN1CCCC1)C1CCN(S(=O)(=O)c2ccc(F)c(F)c2)CC1 | -5
Cc1nc2ccc(NC(=O)c3cccc(S(=O)(=O)N4CCOCC4)c3)cc2s1 | 1
NS(=O)(=O)c1cccc(NC(=O)c2cccc(S(=O)(=O)N3CCCCCC3)c2)c1 | 0
O=C(COC(=O)/C=C/c1cc(Br)ccc1F)NC1CC1 | -1
CC(=O)Nc1ccc(C(=O)OCC(=O)N(c2ccccc2)C2CCS(=O)(=O)C2)cc1 (stereo not given) | 2
O=C(COC(=O)c1ccc(Cl)nc1)NCCc1ccc(F)cc1 | -1
Cc1ccc(SCC(=O)NNC(=O)c2cncc(Br)c2)cc1 | -3
CCN(CC(=O)Nc1ccc(NC(C)=O)cc1)C(=O)c1ccc2c(c1)OCCO2 | 4
COc1ccc(Cl)cc1NC(=O)CN(C)C(=O)c1sccc1-c1ccccc1 | -5
CCSc1nnc(NC(=O)CCNC(=O)c2ccccc2Cl)s1 | -4
O=C(COC(=O)c1ccccc1)Nc1cc(S(=O)(=O)N2CCCCCC2)ccc1Cl | 0
Cc1ccc(CN(C)C(=O)CCNS(=O)(=O)c2ccccc2)o1 | 10

# Arranged by formula weight (largest number first): part of the list above
Compound | GSK3A inh
C#CCOCCOCCOCCNc1nc(N2CCN(C(=O)C([C@@H](C)O)n3cc([C@@H](N)CCCCN)nn3)CC2)nc(N2CCN(C(=O)[C@H](CC(N)=O)n3cc(C(N)[C@@H](C)CC)nn3)CC2)n1 (stereo not given in full) | -2
Cc1ccc([C@@H]2CC=C(C(=O)O)[C@H](c3cccc(Cl)c3)N2S(=O)(=O)c2ccccc2C)cc1 | -5
O=C(NCc1ccccc1CN1CCCC1)C1CCN(S(=O)(=O)c2ccc(F)c(F)c2)CC1 | -5
COc1ccc(NC(=O)CSc2nnc(C)n2C2CC2)cc1S(=O)(=O)N1CCOCC1 | -8
O=C(COC(=O)c1ccccc1)Nc1cc(S(=O)(=O)N2CCCCCC2)ccc1Cl | 0
COc1cc(OC)cc(C(=O)N[C@H](C(=O)OCC(=O)c2c[nH]c3ccccc23)C(C)C)c1 | 1
CC(=O)Nc1ccc(C(=O)OCC(=O)N(c2ccccc2)C2CCS(=O)(=O)C2)cc1 (stereo not given) | 2
COc1ccc(S(=O)(=O)N(C)C)cc1NC(=O)CN1CCN(C(=O)C2CC2)CC1 | -1
Cc1nc2ccc(NC(=O)c3cccc(S(=O)(=O)N4CCOCC4)c3)cc2s1 | 1
COc1ccc(Cl)cc1NC(=O)CN(C)C(=O)c1sccc1-c1ccccc1 | -5
O=C(COC(=O)CCN1C(=O)C2CC=CCC2C1=O)NCCc1ccc(F)cc1 (stereo not given) | -2
CCN(CC(=O)Nc1ccc(NC(C)=O)cc1)C(=O)c1ccc2c(c1)OCCO2 | 4
O=C(CCNC(=O)c1ccc(Br)cc1)NNC(=O)c1ccccc1 | -5
O=C(COC(=O)c1ccc([N+](=O)[O-])o1)Nc1ccc(Br)cc1F | 4
CN(C(=O)c1ccc(F)c(S(=O)(=O)N2CCOCC2)c1)C1CCCCC1 | -2
Cc1ccc(SCC(=O)NNC(=O)c2cncc(Br)c2)cc1 | -3
CCSc1nnc(NC(=O)CCNC(=O)c2ccccc2Cl)s1 | -4
Cc1ccc(S(=O)(=O)/N=C(/Nc2ccccc2C)c2ccccc2)cc1 | 1
CC(C)[C@H](NC(=O)c1ccccc1F)C(=O)NC1CCCCCCC1 | -3
O=C(COC(=O)/C=C/c1cc(Br)ccc1F)NC1CC1 | -1
Cc1ccc(CN(C)C(=O)CCNS(=O)(=O)c2ccccc2)o1 | 10
O=c1[nH]c(=O)n([C@H]2C[C@H](O)[C@@H](CO)O2)cc1Br | 0
Cc1ccc(C(=O)OCc2cc(=O)n3ccsc3n2)s1 | -2

# Carrying on.
Compound | GSK3A inh
O=C(COc1ccc(F)cc1)NNC(=O)Cn1ccc(C(F)(F)F)n1 | 0
COc1cc(OC)cc(C(=O)Nc2ccccc2C(=O)NC2CC2)c1 | 0
Cc1ccc(C(=O)OCC(=O)Nc2ccccc2)cc1S(=O)(=O)N1CCCCC1 | -1
Cc1cc(Br)ccc1NC(=O)CNC(=O)CSc1ncccn1 | 1
N#CCCN(C(=O)COC(=O)c1ccc(S(=O)(=O)N2CCOCC2)cc1)c1ccccc1 | -2
COc1ccccc1CNC(=O)COC(=O)c1ccc(S(=O)(=O)N2CCCCC2)cc1 | 0
O=C(COC(=O)c1ccccc1Br)Nc1cccnc1Cl | -1
Cc1cc(C(=O)NNC(=O)c2ccc(Cl)cc2)c2ccccc2n1 | 0
Cc1ccc(S(=O)(=O)Nc2ccccc2F)cc1C(=O)N1CCN(c2ccccc2O)CC1 | 1
C[C@]12c3[nH]c4ccccc4c3CCN1C(=O)C(CC(=O)NCCCn1ccnc1)C[C@@H]2C(=O)N1CCOCC1 (stereo not given in full) | 0
Cc1ccccc1C(=O)O | -3
Cc1ccccc1SCC(=O)OCC(=O)NCc1ccccc1 | 0
O=C(COC(=O)CCc1c[nH]c2ccccc12)Nc1ccccc1C(F)(F)F | 8
C=C(C)C(=O)Nc1cccc(C2=NOC3(C2)C[C@@H](C(N)=O)N(C(=O)c2ccc(Cl)cc2)C3)c1 (stereo not given in full) | 2
C=CCOC(Cn1ccnc1)c1ccc(Cl)cc1Cl (stereo not given) | 2
O=C(CNC(=O)C1CCCCC1)OCC(=O)c1cccc(Cl)c1 | -1
Cc1onc(-c2c(F)cccc2Cl)c1C(=O)Nc1ccc(Cl)c(S(=O)(=O)N(C)C)c1 | -4
CSCc1c(C(=O)OCC(=O)NC2CCCCC2)oc2ccccc12 | 5
CC(=O)c1c(C)[nH]c(C(=O)OCC(=O)c2ccc3c(c2)NC(=O)CO3)c1C | -1
CSc1ccccc1NC(=O)COC(=O)c1cnc(C)cn1 | -2
COc1ccc(C(CNC(=O)c2cccc(S(=O)(=O)N3CCOCC3)c2)N2CCCC2)cc1 (stereo not given) | -1
COc1ccc(Cl)cc1NC(=S)NC(=O)c1ccco1 | 1
O=C1CN(C(=O)COC(=O)c2cccc(Br)c2)c2ccccc2N1 | -2
CC1CCCCC12NC(=O)N(CC(=O)N1CCN(S(=O)(=O)/C=C/c3ccccc3)CC1)C2=O (stereo not given) | -2
O=C1c2ccc(-c3ccc(F)cc3OCc3ccccc3)cc2S(=O)(=O)c2cccc(C(=O)N3CCN(c4ncc(Cl)cc4Cl)CC3)c21 | -1
CC1Sc2ccc(C(=O)NCc3ccccn3)cc2NC1=O (stereo not given) | -1
CC(C)(C)C1CCC(=NNC(=O)C2COc3ccccc3O2)CC1 (stereo not given) | -7
C=CCn1c(SCC(=O)NC2(C)CCS(=O)(=O)C2)nc2ccccc21 (stereo not given) | -3
COc1ccc(OCC(=O)N2CCN(S(=O)(=O)c3ccc(Cl)s3)CC2)cc1 | -3
COc1ccc(S(=O)(=O)N2CCOCC2)cc1NC(=O)Cc1ccc2c(c1)OCCO2 | -2
Cc1ccc([C@H]2C(C(=O)O)=CC[C@@H](c3ccc(Cl)cc3)N2S(=O)(=O)c2ccccc2C)cc1 | -5
Nc1ccn(CC(=O)N2CCN(c3ccccn3)CC2)c(=O)n1 | 8
Cc1ccc(S(=O)(=O)N2CCN(C(=O)CN3C(=O)CNC3=O)CC2)cc1 | 5
O=C(N/C(=C/c1ccccc1Cl)C(=O)N1CCOCC1)c1ccccc1 | -1
CCN(CC)CCC(c1ccc(N(C)C)cc1)c1c(OC)cc(OC)c2c(-c3ccccc3)cc(=O)oc12 (stereo not given) | 6
Cc1ccc(NC(=O)C2COc3ccccc3O2)cc1S(=O)(=O)N1CCOCC1 (stereo not given) | -3
CCOc1ccc(S(=O)(=O)N2CCCCC2)cc1NS(=O)(=O)c1cccs1 | -1
Cc1cc(NC(=O)COC(=O)c2ccc([N+](=O)[O-])cc2Cl)no1 | 0
CC(C)(C)c1ccc(O)c(O)c1 | -3
C=CCC[C@@H](Cc1ccc(F)cc1)C(=O)OC[C@@H](Cc1c[nH]c2ccccc12)NC(=O)[C@@H](CC=C)CC(=O)N(CCO)Cc1ccccc1 | 2
CC(=O)Nc1ccc(S(=O)(=O)NCC(=O)OCC(=O)Nc2sccc2C(N)=O)cc1 | 6
Cc1cc(C)cc(OCC(=O)Nc2cccc(S(=O)(=O)NC3=NCCC3)c2)c1 | -1
O=C(COC(=O)/C=C/c1ccc(F)cc1)Nc1ccc(S(=O)(=O)N2CCOCC2)cc1 | 1
CC(C)[C@H](NC(=O)c1ccccc1Cl)C(=O)OCC(=O)NC(=O)NCc1ccco1 | -1
O=C(Nc1cc2c(cc1[N+](=O)[O-])OCCO2)c1cccnc1 | -2

# Ordered by value in GSK3A inh (highest first): 3 of the compounds above.
Compound | GSK3A inh
CC(=O)Nc1ccc(S(=O)(=O)NCC(=O)OCC(=O)Nc2sccc2C(N)=O)cc1 | 6
C=CCC[C@@H](Cc1ccc(F)cc1)C(=O)OC[C@@H](Cc1c[nH]c2ccccc12)NC(=O)[C@@H](CC=C)CC(=O)N(CCO)Cc1ccccc1 | 2
O=C(N/C(=C/c1ccccc1Cl)C(=O)N1CCOCC1)c1ccccc1 | -1

# (continued)
Compound | GSK3A inh
Cc1ccc(S(=O)(=O)N(C)c2ccc(OC(=O)c3cccs3)cc2)cc1C | 0
N#Cc1cc([N+](=O)[O-])ccc1NC(=O)CSc1n[nH]c(=O)[nH]c1=O | 4
O=C(NNC(=O)C12CC3CC(CC(C3)C1)C2)c1ccccc1O | -1
CCC(C)Nc1ccc(NC(C)CC)cc1 (stereo not given) | 1
Cc1ccccc1NC(=O)COC(=O)c1cccc(S(=O)(=O)N2CCCCC2)c1 | 7
COC(=O)c1ccn(CSc2cc(Cl)ccc2Cl)n1 | -3

# The list is partial; count on the stated rates, not on these rows.
